NPY-Y1 antag: NPY-Y1 (human) receptor antagonism | P25929 | HEK293-CNG Y1 cells, membrane potential fluorescence; NPY at EC95, then isoproterenol | inhibition, % at 3.6 µM | hit rate 1% among 200,000 | AID 1040;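 active = inhibition above the campaign mean inhibition of all tested compounds plus 3 SD, cut at about 20% in these data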;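 note: 0% = DMSO wells given NPY plus isoproterenol and 100% = isoproterenol alone without NPY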
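Assay system: HEK293 cells with Y1 receptor plus CNG channel | Probe or stimulus: NPY (25 nM), isoproterenol (1 µM), Ro 20-1724 (25 µM) | Timing: Compound incubation 1 h at room temperature, readout 45 min post-stimulation | Measured by: Membrane-potential fluorescent dye readout | Benchmarks: High control isoproterenol alone, low control NPY with isoproterenol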
Ba/F3 V617F tox: reduce viability of Ba/F3 cells dependent on JAK2V617F | Ba/F3 EpoR-JAK2V617F viability, ATP luminescence | inhibition, % at 5.6 µM | hit rate 1.1% among 220,000 | AID 1446;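 active = inhibition above the campaign mean plus 3 SD over all tested compounds, cut at about 24% in these data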;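 note: cytokine-independent growth of Ba/F3 cells driven by EpoR plus mutant JAK2; 0% = DMSO-treated cells and 100% = JAK inhibitor I control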
S1P4 antagonist: human S1P4 receptor antagonism | O95977 | S1P4-expressing cells, antagonist mode, reporter read-out | inhibition, % at 4.98 µM | hit rate 0.26% among 220,000 | AID 1510; in the data active = inhibition above about 29%;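 note: 0% = wells stimulated with agonist and 100% = vehicle wells without agonist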
p47phox inh: blocks human p47phox regulatory protein of NADPH oxidases. inhibition, % at 24.7 µM. AID 1274. p47phox/p22phox peptide binding, fluorescence polarization, 2 h. hit rate 0.53% among 220,000. P14598;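 active = inhibition above about 30%, limit read from the data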;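 note: 0% = p47phox with labelled peptide and 100% = labelled peptide alone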
Target sequence (P14598 whole entry, looked up): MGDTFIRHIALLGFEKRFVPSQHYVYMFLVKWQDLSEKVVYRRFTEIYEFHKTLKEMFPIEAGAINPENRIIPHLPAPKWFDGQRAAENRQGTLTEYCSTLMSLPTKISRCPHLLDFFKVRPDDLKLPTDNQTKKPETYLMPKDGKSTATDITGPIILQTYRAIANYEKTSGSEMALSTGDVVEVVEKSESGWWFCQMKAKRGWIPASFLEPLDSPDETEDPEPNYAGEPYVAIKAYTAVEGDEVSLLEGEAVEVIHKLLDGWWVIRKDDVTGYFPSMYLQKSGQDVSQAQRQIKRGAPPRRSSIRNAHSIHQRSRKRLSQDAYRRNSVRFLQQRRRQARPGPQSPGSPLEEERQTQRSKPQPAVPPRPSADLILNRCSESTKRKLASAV
S1P4 agonist: human S1P4 receptor agonism. O95977. S1P4-expressing cell line, agonist reporter assay. activation, % at 4.98 µM. hit rate 0.35% among 220,000. AID 1509; in the data active = activation above about 11%;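 note: 0% = DMSO vehicle and 100% = reference agonist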
CHOP inhibitor: CHOP inhibition in unfolded protein response; CHO-K1 CHOP-promoter luciferase, tunicamycin-induced, 15-18 h; inhibition, % at 10 µM; hit rate 3.8% among 220,000; AID 2732;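 active = compounds that reduced the stress-induced luciferase reporter signal by more than about 70% of percent inhibition, limit read from the data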;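 note: 0% = tunicamycin plus vehicle and 100% = wells without tunicamycin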
NPY1 pot ag: potentiates or activates human NPY-Y1 receptor. NPY-Y1 expressing cells, potentiator/agonist activation. activation, % at 3.6 µM. hit rate 0.37% among 220,000. AID 1304; in the data active = activation above about 33%, passing the limit was not always enough;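 note: cells stimulated with NPY at EC10 then isoproterenol at EC100; 0% = low agonist plus stimulus and 100% = saturating agonist plus stimulus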
NPY-Y2 PAM-ag: human NPY-Y2 potentiation or agonism, primary screen | hit rate 0.45% among 220,000 | P49146 | AID 1359 | activation, % at 3.6 µM | cells expressing NPY-Y2, potentiator/agonist read-out; in the data active = activation above about 27%;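 note: cells stimulated with NPY near EC25 plus isoproterenol at EC100; 0% = vehicle plus submaximal agonist and 100% = vehicle plus saturating agonist; some results beyond the cut were filed as inactive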
Target sequence (P49146 whole entry, looked up): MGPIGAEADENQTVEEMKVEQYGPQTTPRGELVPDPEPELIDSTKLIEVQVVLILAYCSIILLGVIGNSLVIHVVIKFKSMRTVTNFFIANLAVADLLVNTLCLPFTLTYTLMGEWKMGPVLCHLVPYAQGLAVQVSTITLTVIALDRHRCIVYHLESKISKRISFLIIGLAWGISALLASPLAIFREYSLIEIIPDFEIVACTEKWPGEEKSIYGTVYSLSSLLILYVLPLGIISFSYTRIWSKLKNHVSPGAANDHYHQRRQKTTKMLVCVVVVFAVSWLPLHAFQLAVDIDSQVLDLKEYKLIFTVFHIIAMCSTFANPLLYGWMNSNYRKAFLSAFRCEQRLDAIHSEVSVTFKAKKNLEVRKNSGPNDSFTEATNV
BaF3 parental: counter-screen for JAK2V617F inhibitors: parental Ba/F3 viability inhibitors; inhibition, % at 5.6 µM; AID 1486; hit rate 1.1% among 220,000; CellTiter-Glo ATP luminescence;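 active = inhibition above a per-campaign cutoff, the mean inhibition of all tested compounds plus 3 SD, cut at about 27% in these data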;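 note: 0% = DMSO wells and 100% = JAK Inhibitor I control wells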
* marks the source's active call; other numbers are inactive results; . = not tested or not shown. Random draw from the library; any-hit rate near 7.1%.

Results follow in this order: Ba/F3 V617F tox	BaF3 parental	NPY-Y2 PAM-ag	p47phox inh	S1P4 agonist	NPY1 pot ag	CHOP inhibitor	NPY-Y1 antag	S1P4 antagonist
CCC(c1nnnn1C1CCCCC1)N(Cc1ccco1)Cc1cc2ccc(OC)cc2[nH]c1=O (stereo not given)
    -3	2	1	-14	0.9	-31	69	-5	-10
c1ccc(-c2csc(Nc3ncccn3)n2)cc1
    -3	0	0	-19	4.0	7	20	-2	-21
Cc1cc(/C=N/n2cnnc2)c(C)n1-c1ccc(OCc2ccccc2F)cc1
    -5	6	-10	-20	2.5	3	111*	5	-17
Cc1cc[n+](CC(=O)c2cccs2)cc1
    0	6	-14	-2	2.8	6	16	2	7
O=C(N[C@@H](Cc1ccccc1)C(=O)O)c1ccc(C(F)(F)F)cc1
    -3	-2	-1	6	-0.1	-6	22	-5	1
CCC1CCC(NC(=O)Nc2cccc(OC)c2)CC1 (stereo not given)
    0	8	-5	-1	0.0	14	-13	4	-14
CCCC1(CCC)NC(=O)N(CC(=O)c2cc(C)n(-c3ccc4c(c3)OCO4)c2C)C1=O
    6	12	-12	-8	0.4	-13	37	8	-8
Cc1nnc2sc(SCc3ccccc3)nn2c1=O
    -6	-4	-2	11	4.7	0	13	-4	-10
Cc1n[nH]c(=S)n1/N=C/c1ccc(OCc2ccc(Cl)cc2)cc1
    -1	4	13	-14	-1.4	-13	-47	11	6
O=C(O)c1ccc(-n2c(-c3ccccc3)n[nH]c2=S)cc1
    -5	1	10	-16	-1.2	9	8	7	-4
COc1ccccc1CCn1c(N)c(C#N)c2nc3ccccc3nc21
    1	1	1	-24	2.8	-1	31	-9	-23
O=C(c1cc2c(s1)CCC2)N1CCN(c2ccccc2)CC1
    -4	4	0	-3	-1.1	13	25	1	-18
COc1ccc(NC2CC(=O)N(c3cc([N+](=O)[O-])ccc3C)C2=O)cc1 (stereo not given)
    -3	2	-7	-3	0.6	14	-2	-9	-2
COc1ccc(C(=S)N2CCCCC2)cc1Br
    5	8	0	-6	1.4	-12	4	-5	8
C/C(=N\NS(=O)(=O)c1cccc([N+](=O)[O-])c1)c1cc2ccccc2o1
    0	7	-12	-3	0.6	-6	-2	4	-3
CCOC(=O)c1c(NC(=O)CSc2nnc(CNC(=O)c3ccco3)n2C)sc2c1CCC2
    -4	0	35	-9	2.2	40	32	-18	-23
Cc1nc2c(C)cccc2cc1C(=O)N/N=C/c1ccc(O)cc1
    1	-5	-13	-11	-0.5	-16	21	-5	-5
CCCC(C(=O)NCc1ccccc1)N(C(=O)Cn1nnc(-c2cccs2)n1)c1ccc2c(c1)OCCO2 (stereo not given)
    -1	1	1	-7	-1.7	9	3	7	-7
Cc1ccc(-n2c(SCC(=O)N(C)C3CCS(=O)(=O)C3)nc3ccccc3c2=O)cc1 (stereo not given)
    -1	5	-13	-7	-0.4	-5	-3	8	-23
CSc1nc2nc(C(F)(F)F)cc(-c3ccccc3)n2n1
    -2	0	2	-3	-0.4	-7	4	11	0

Rewritten with each value named: entries from further up
CCCC(C(=O)NCc1ccccc1)N(C(=O)Cn1nnc(-c2cccs2)n1)c1ccc2c(c1)OCCO2 (stereo not given)
  Ba/F3 V617F tox: -1	BaF3 parental: 1	NPY-Y2 PAM-ag: 1	p47phox inh: -7	S1P4 agonist: -1.7	NPY1 pot ag: 9	CHOP inhibitor: 3	NPY-Y1 antag: 7	S1P4 antagonist: -7

Cc1ccc(-n2c(SCC(=O)N(C)C3CCS(=O)(=O)C3)nc3ccccc3c2=O)cc1 (stereo not given)
  Ba/F3 V617F tox: -1	BaF3 parental: 5	NPY-Y2 PAM-ag: -13	p47phox inh: -7	S1P4 agonist: -0.4	NPY1 pot ag: -5	CHOP inhibitor: -3	NPY-Y1 antag: 8	S1P4 antagonist: -23

CSc1nc2nc(C(F)(F)F)cc(-c3ccccc3)n2n1
  Ba/F3 V617F tox: -2	BaF3 parental: 0	NPY-Y2 PAM-ag: 2	p47phox inh: -3	S1P4 agonist: -0.4	NPY1 pot ag: -7	CHOP inhibitor: 4	NPY-Y1 antag: 11	S1P4 antagonist: 0

The main list resumes with the two entries that preceded the break.
Results follow in this order: Ba/F3 V617F tox	BaF3 parental	NPY-Y2 PAM-ag	p47phox inh	S1P4 agonist	NPY1 pot ag	CHOP inhibitor	NPY-Y1 antag	S1P4 antagonist
Cc1ccc(-n2c(SCC(=O)N(C)C3CCS(=O)(=O)C3)nc3ccccc3c2=O)cc1 (stereo not given)
    -1	5	-13	-7	-0.4	-5	-3	8	-23
CSc1nc2nc(C(F)(F)F)cc(-c3ccccc3)n2n1
    -2	0	2	-3	-0.4	-7	4	11	0
CCOc1ccc(-c2ccc(SC)nn2)cc1
    10	12	5	2	-0.2	-8	62	0	-2
Cc1cc(NC(=O)CSc2nccn2-c2ccc(F)cc2)no1
    -3	4	8	-9	1.3	-9	20	5	7
CCOc1ccccc1NC(=S)N(CCC(C)C)C1CCN(C(C)=O)CC1
    4	7	8	3	-0.1	-11	-3	9	2
NC(=S)Nc1ncc(C(F)(F)F)cc1Cl
    5	12	-8	0	0.8	-14	-10	-2	-18
CCCc1c(O)c2ccccc2[nH]c1=O
    -3	9	1	-14	-1.9	-15	-58	0	1
CCN(CC)c1nc(Nc2ccccc2)nc(Oc2ccc(=O)n(C)n2)n1
    -5	3	-10	-10	-4.1	-3	71*	4	-6
Cc1cccc(-c2noc(CCC(=O)NCC3CCCO3)n2)c1 (stereo not given)
    1	9	1	-14	-0.1	13	4	-1	6
OCC1CCCN(c2nc(CN3CCCCC3)nc3scc(-c4ccccc4)c23)C1 (stereo not given)
    2	6	4	-6	0.7	-21	19	17	-6
CCCCOc1ccc(C(=O)NCCCC(=O)N2CCCCC2)cc1
    1	7	3	-8	1.1	-21	9	-5	-4
S=c1nc(C23CC4CC(CC(C4)C2)C3)[nH][nH]1
    -6	3	23	-6	0.8	10	-4	.	-2
O=C(O)c1ccccc1S(=O)(=O)Cc1ccccc1
    0	8	10	-4	0.2	2	-3	-1	-10
NNC(=O)c1cc2ccccc2[nH]1
    3	3	11	-8	0.0	1	7	11	-16
COc1ccc(S(=O)(=O)n2nc(OC(=O)c3ccco3)cc2N)cc1
    0	3	9	-4	0.2	-1	48	1	-14
COc1cccc(NC(=O)Nc2ccc(C(C)(C)C)cc2)c1
    0	2	0	-23	4.9	18	93*	-3	-2
Nc1ccc(Nc2nc(-c3cc4ccccc4oc3=O)cs2)cc1
    84*	14	-3	-15	0.9	17	-134	-2	-14
O=C(CCSc1ccccc1)Nc1ncccn1
    2	3	2	-4	0.3	4	18	18	-13
CCOc1c(Cl)cc(CNCc2ccncc2)cc1OC
    4	9	-2	-2	1.7	-13	-2	-3	-21
COc1ccc(-c2nc3ccccc3c(=O)n2CCOc2ccc(C)cc2C)cc1
    -1	3	-15	3	0.2	-11	13	0	-13
COc1cccc(CN2CCN(Cc3ccc4c(NC(C)=O)cccc4n3)CC2CCO)c1 (stereo not given)
    -4	-1	-15	0	2.2	-19	-19	-5	-17
COc1ccc(/C=N/NC(=O)c2cc(OC)c(OC)c(OC)c2)cc1CN1CCc2cc(OC)c(OC)cc2C1C (stereo not given)
    2	5	1	3	0.0	-8	15	-3	-22

Two consecutive entries from above:
Results follow in this order: Ba/F3 V617F tox	BaF3 parental	NPY-Y2 PAM-ag	p47phox inh	S1P4 agonist	NPY1 pot ag	CHOP inhibitor	NPY-Y1 antag	S1P4 antagonist
CCOc1ccc(-c2ccc(SC)nn2)cc1
    10	12	5	2	-0.2	-8	62	0	-2
Cc1cc(NC(=O)CSc2nccn2-c2ccc(F)cc2)no1
    -3	4	8	-9	1.3	-9	20	5	7

Additional results
Results follow in this order: Ba/F3 V617F tox	BaF3 parental	NPY-Y2 PAM-ag	p47phox inh	S1P4 agonist	NPY1 pot ag	CHOP inhibitor	NPY-Y1 antag	S1P4 antagonist
CCOc1ccc(/C=C2\SC(=S)N(CC(=O)N(CCO)C(C)(C)C)C2=O)cc1
    4	9	-11	-19	-1.2	-4	-1	11	-6
Cc1cc(C(=O)CSc2nncs2)c(C)n1-c1ccc2c(c1)OCO2
    -3	1	12	-11	0.4	-7	6	1	-12
CCCCN(C)C(=O)c1nc2ccccn2c1CN1CCN(C(=O)c2cccs2)CC1
    -1	1	0	2	-1.7	-5	9	4	-4
O=c1oc(-c2ccccc2NS(=O)(=O)c2ccc(F)cc2)nc2ccccc12
    0	1	5	-12	1.9	-6	9	.	4
COc1ccc(-c2nc(C#N)c(NCc3ccc(F)cc3)o2)cc1OC
    -1	2	-20	-8	-1.1	-10	-3	24*	-8
CN1C(=O)/C(=C/c2ccco2)SC1=Nc1ccc(N2CCOCC2)cc1
    1	3	0	-16	1.7	7	35	9	-6
COc1ccc2cc3[n+](cc2c1OC)CCc1cc2c(cc1-3)OCO2
    72*	63*	-3	5	0.4	-18	-1	-4	-1
Cc1ccc(C(=O)Nc2cc3c(oc2=O)CCCC3=O)cc1
    -1	1	-5	-21	0.7	-18	-19	-4	-5
Cn1c(=O)[nH]c(=O)c2c1nc(NCCCn1ccnc1)n2Cc1ccc(F)cc1
    0	1	12	-6	0.0	6	1	5	-2
CCc1cc(C(=O)Nc2ccc(C)cc2Br)cs1
    1	3	-4	-7	2.0	12	-11	13	-11
CCOC(=O)C1=C(C)NC(C)=C(C(=O)OCC)C1C(=O)OCC(=O)NC
    4	2	1	16	1.9	10	9	2	-15
Cc1cc(C)cc(NC(=O)C2CCCN2C(=O)Oc2ccccc2)c1 (stereo not given)
    -1	6	15	2	-1.2	-8	0	3	0
Cc1cc(C)c2c(c1)OC(O)(C(F)F)CC2=O (stereo not given)
    0	-1	3	-9	-0.9	-13	3	4	3

An excerpt of these results, field by field:
> Cn1c(=O)[nH]c(=O)c2c1nc(NCCCn1ccnc1)n2Cc1ccc(F)cc1
  Ba/F3 V617F tox: 0
  BaF3 parental: 1
  NPY-Y2 PAM-ag: 12
  p47phox inh: -6
  S1P4 agonist: 0.0
  NPY1 pot ag: 6
  CHOP inhibitor: 1
  NPY-Y1 antag: 5
  S1P4 antagonist: -2

> CCOc1ccc(/C=C2\SC(=S)N(CC(=O)N(CCO)C(C)(C)C)C2=O)cc1
  Ba/F3 V617F tox: 4
  BaF3 parental: 9
  NPY-Y2 PAM-ag: -11
  p47phox inh: -19
  S1P4 agonist: -1.2
  NPY1 pot ag: -4
  CHOP inhibitor: -1
  NPY-Y1 antag: 11
  S1P4 antagonist: -6

> CCCCN(C)C(=O)c1nc2ccccn2c1CN1CCN(C(=O)c2cccs2)CC1
  Ba/F3 V617F tox: -1
  BaF3 parental: 1
  NPY-Y2 PAM-ag: 0
  p47phox inh: 2
  S1P4 agonist: -1.7
  NPY1 pot ag: -5
  CHOP inhibitor: 9
  NPY-Y1 antag: 4
  S1P4 antagonist: -4

Bioassay records deposited in PubChem by several laboratories.
